# esBAF inh: SWI/SNF esBAF complex inhibition; mouse ES cells, Bmi1-luciferase knock-in reporter, 24 h; 100% = twice the neutral-well signal; AID 602393; 350,000 compounds, 2% hits; reporter increase, % at 12.5 µM; in the data active means activation above about 40%; inconclusive means no clear call, values can overlap the other calls;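 further: 0% = median of the plate's neutral control wells and 100% = double that signal; a rise in the Bmi1 reporter signal indicates esBAF inhibition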
# E-selectin induc: E-selectin induction on HUVECs. AID 686992. activation, % at 7.58 µM. HUVEC E-selectin immunofluorescence imaging; normalized: neutral wells 0, TNF-alpha wells 100. 260,000 compounds, 0.37% hits;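 active means mean E-selectin-positive cell signal at least 10% of the positive control, reached in at least 60% of replicates, without over 20% cell loss; inconclusive means no rule given, readout overlaps actives, possibly toxicity-flagged; inactive means the rest, including those meeting only one limit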;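 further: in these data hits start at about 27%; measured in HUVEC primary endothelial cells; signal is the percent of cells scored E-selectin positive by PE staining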
#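 assay system = HUVEC, human umbilical vein endothelial cells | input = 3,000 HUVEC seeded per well | medium = EGM-2 growth medium on 0.1% gelatin-coated wells | dosing = one compound dose added by pin transfer | signal = immunofluorescence imaging | read-out basis = % PE-positive cells | control set = TNF-alpha, DMSO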
# ERp5 block: ERp5 (human) disulfide isomerase inhibition; ERp5 insulin aggregation, absorbance 650 nm, 90 min; inhibition, % at 9.99 µM; 350,000 compounds, 0.05% hits; AID 651711;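 active means mean replicate inhibition above about 25%, with every replicate also reaching it, limit read from the data, passing the limit was not always enough; inconclusive means only one of those two criteria met; inactive means neither criterion met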
# Target sequence (Q15084 whole entry, looked up): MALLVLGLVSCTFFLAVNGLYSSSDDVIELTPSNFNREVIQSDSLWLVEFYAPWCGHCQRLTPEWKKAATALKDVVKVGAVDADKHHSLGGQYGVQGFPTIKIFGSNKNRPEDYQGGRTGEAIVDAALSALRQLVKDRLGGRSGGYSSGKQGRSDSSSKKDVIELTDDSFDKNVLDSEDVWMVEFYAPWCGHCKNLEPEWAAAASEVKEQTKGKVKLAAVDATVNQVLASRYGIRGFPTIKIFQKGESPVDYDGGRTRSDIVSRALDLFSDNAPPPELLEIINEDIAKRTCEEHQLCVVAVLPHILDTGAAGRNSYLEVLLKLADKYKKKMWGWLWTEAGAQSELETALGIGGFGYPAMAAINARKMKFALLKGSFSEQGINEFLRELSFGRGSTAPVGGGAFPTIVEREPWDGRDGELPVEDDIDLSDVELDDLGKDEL
# RAD54 inh: blocks human RAD54 Holliday junction branch migration; Q92698; FAM/BHQ fluorescence; inhibition, % at 10.4 µM; 360,000 compounds, 0.14% hits; AID 602329;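 active means mean normalized replicate activity at least 40 and at least half of replicates scoring 40 or more; inconclusive means only one of the two criteria met; inactive means mean below 40 and under half of replicates reaching 40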;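 further: 0% = median of neutral control wells and 100% = median of positive control wells; inhibitors cause a drop in the FAM fluorescence signal; in these data hits start at about 50%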
# RAD52 anneal inh: blocks human RAD52 DNA annealing; recombinant RAD52 DNA annealing, FRET fluorescence; 360,000 compounds, 0.46% hits; P43351; inhibition, % at 18.7 µM;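 active means every replicate showing at least 50% inhibition; inconclusive means mean inhibition at least 50% but not in every replicate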
# Target sequence (P43351 whole entry, looked up): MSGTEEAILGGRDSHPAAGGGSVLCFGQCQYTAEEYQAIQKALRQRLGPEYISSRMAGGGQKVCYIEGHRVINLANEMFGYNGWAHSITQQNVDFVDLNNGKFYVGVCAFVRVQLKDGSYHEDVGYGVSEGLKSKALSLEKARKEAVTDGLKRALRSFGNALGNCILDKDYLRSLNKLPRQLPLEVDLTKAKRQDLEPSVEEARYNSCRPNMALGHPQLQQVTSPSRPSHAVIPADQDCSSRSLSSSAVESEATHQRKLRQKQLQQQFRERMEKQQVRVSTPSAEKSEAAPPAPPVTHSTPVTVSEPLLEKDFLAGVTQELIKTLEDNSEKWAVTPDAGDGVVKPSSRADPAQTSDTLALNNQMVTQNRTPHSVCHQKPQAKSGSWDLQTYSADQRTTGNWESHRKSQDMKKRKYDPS
# Casp6 inh: caspase-6 (human) enzyme inhibition; purified caspase-6, Z-VEID-R110 cleavage fluorescence; P55212; 350,000 compounds, 0.53% hits; inhibition, % at 12.5 µM;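 active means mean inhibition across replicates at least about 35%, with every replicate also reaching that limit, limit read from the data; inconclusive means only one of the two criteria met; inactive means neither criterion met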;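 further: 0% = median of neutral control wells and 100% = no fluorescence left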
# PglD inh: inhibitors of Campylobacter jejuni PglD acetyltransferase | 360,000 compounds, 0.098% hits | purified PglD enzyme, DTNB colorimetric CoA detection | inhibition, % at 12.5 µM; in the data active means inhibition above about 16%, passing the limit was not always enough; inconclusive means no clear call, values can overlap the other calls; further: strong numbers were not always called active
# ARNT TACC3 PPI: ARNT/TACC3 interaction disruption; Q9Y6A5; AlphaScreen His-ARNT PAS-B/GST-TACC3 binding, luminescence; TACC3 fragment carries E629A point mutation; inhibition, % at 9.99 µM; 390,000 compounds, 0.66% hits;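 active means mean inhibition of replicates at least 50% and at least half of replicates each reaching 50%; inconclusive means half or more replicates reach 50% but mean below 50%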;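 further: 0% = complete ARNT plus TACC3 wells and 100% = ARNT alone without TACC3; many hits fall short of the cut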
# Numbers without * were called inactive; i = inactive; ? = inconclusive; · = not tested or not shown.
SMILES,esBAF inh,E-selectin induc,ERp5 block,RAD54 inh,RAD52 anneal inh,Casp6 inh,PglD inh,ARNT TACC3 PPI
COc1cc(CN(C)CC2CCCN(CCc3ccccc3F)C2)cc(Cl)c1OC (stereo unspecified),-2,·,4,-3,2,-5,0,7
Cc1ccc(Cn2nnc3c(=O)[nH]c(C4CCCN(S(=O)(=O)c5ccc(F)cc5)C4)nc32)cc1 (stereo unspecified),0,0.3,-1,5,-5,0,-1,-5
CC1Oc2ccccc2N(Cc2ccccc2Cl)C1=O (stereo unspecified),·,·,6,·,-14,4,·,1
COc1ccc2c3c(n(C)c2c1)[C@@H](CO)NCC31CCN(CC2CCCC2)CC1,·,-0.1,2,·,38,-3,·,·
OC(c1ccc(F)cc1)c1nc(-c2cccc(C(F)(F)F)c2)cs1 (stereo unspecified),24,-0.2,2,-2,-1,12,-2,·
CCOc1ccc(-c2nnn(CC(=O)NCc3ccc(F)cc3)n2)cc1OCC,1,·,1,0,-9,·,-4,0
CO[C@H]1CN(C)C(=O)c2ccc(NC(=O)c3cccc(F)c3)cc2OC[C@H](C)N(C)C[C@H]1C,5,0.2,3,·,34,·,-4,·
COc1cc(NC(=O)c2c(F)c(F)c(F)c(F)c2F)c(OC)cc1Cl,-12,·,·,-9,·,·,5,-6
O=C(c1cnn2c(C(F)(F)F)cc(-c3ccccc3)nc12)N1CCCCC1c1cccnc1 (stereo unspecified),·,3.7,5,·,-10,3,·,16
CN(C)c1ccc(-c2nnc(SCC3CCCO3)n2C)cc1 (stereo unspecified),·,3.0,0,·,-6,0,·,0
O=C(NCCO)c1ccc(Oc2ccc(C(F)(F)F)cc2[N+](=O)[O-])cc1,-12,·,2,·,-8,-1,·,-31
COc1ccc(C2=CC(=O)CC(c3ccc(OC)cc3)C2)cc1 (stereo unspecified),12,0.0,-2,-3,-8,1,0,2
CCc1cc(C(=O)c2ccc(C)cc2)c(NC(=O)CCl)s1,·,-1.8,6,·,-2,2,·,2
COc1ccc(NC(=O)CN(C)S(=O)(=O)c2cccc3nsnc23)cc1OC,0,0.0,·,0,·,·,-7,-8
CC(=O)O[C@H]1C[C@@]2(C)[C@@H](C[C@@H](O)[C@H]3[C@@]4(C)CC[C@@H](O)[C@@H](C)C4CC[C@@]32C)/C1=C(\CCC=C(C)C)C(=O)O (stereo partly specified),1,0.1,2,-2,15,5,1,-4
COc1ccc(Cc2nc(-c3ccccc3)no2)cc1,37,·,·,-10,·,·,-6,-1
Cc1cccc(N2CC(C(=O)OCC(=O)Nc3sccc3C(N)=O)CC2=O)c1C (stereo unspecified),-5,-0.2,-2,-4,-22,2,5,-4
C/C=C/c1ccc([C@@H]2[C@@H](CO)N(c3nc(CC)cs3)[C@@H]2CNC(C)C)cc1,0,0.0,-2,4,-6,·,5,-2
CCc1ccc(NC(=O)CN(c2ccc(OC)cc2)S(=O)(=O)c2c(C)nn(C)c2C)cc1,-2,·,4,-2,-7,4,-2,-6
O=C(c1ccc(S(=O)(=O)NCC2CCCO2)cc1)N1CCN(c2ccccc2)CC1 (stereo unspecified),·,·,-1,·,1,2,·,-3
COc1ccc2c3c([nH]c2c1)[C@H](CO)N(C(=O)NC(C)C)CC31CCN(C(=O)C2CCCC2)CC1,·,-0.5,-3,·,4,0,·,·
CO[C@@H]1CN(C)C(=O)c2cc(NC(=O)C3CCOCC3)ccc2OC[C@@H](C)N(CC2CC2)C[C@H]1C,-4,?,2,-8,-5,-6,0,-2
Cc1noc(C)c1S(=O)(=O)Nc1cccc2c1O[C@@H](CN(C)Cc1ccc(Oc3ccccc3)cc1)[C@@H](C)CN([C@H](C)CO)C2=O,·,13,-1,·,i,-2,·,·
O=C(c1ccc2c(c1)OCO2)N1CC[C@@H]2[C@@H](CO)Nc3ccc(-c4ccccc4)cc3[C@@H]21,-7,0.8,-3,9,3,-2,0,1
CCOc1ccc2nc(NC(=O)c3cccnc3)sc2c1,·,0.1,1,-13,-12,-2,3,-28
CCOc1cc(NC(=O)C2CCCO2)c(OCC)cc1NC(C)=O (stereo unspecified),-8,·,·,6,·,·,-1,-1
CCCN1C2CCCC1CC(NC(=O)c1cc(OC)cc(OC)c1)C2 (stereo unspecified),0,·,-2,0,-11,0,-9,-4
Cc1noc(C)c1NC(=O)Nc1ccc2c(c1)C(=O)N([C@H](C)CO)C[C@H](C)[C@H](CN(C)S(C)(=O)=O)O2,-4,10,2,6,7,-1,-7,0
CC(Oc1ccc2c(-c3ccccc3)cc(=O)oc2c1)C(=O)NCCN1CCOCC1 (stereo unspecified),-4,1.1,7,-7,-8,2,-5,1
CC1CCCCN1C(=O)CSc1nnc(-c2ccccc2O)o1 (stereo unspecified),27,·,-1,3,-10,18,3,11
CCCNC(=O)N1[C@H](CNC(=O)CC)[C@@H](c2ccc(C3=CCCC3)cc2)[C@@H]1CO,-1,0.2,0,-6,-2,0,3,-6
N/C(=N\OC(=O)CCCOc1ccc(Cl)cc1Cl)c1ccccn1,-3,0.1,2,-2,-12,-2,1,1
COc1cccc(OC)c1C(=O)NC(=S)Nc1ccc2c(c1)Cc1ccccc1-2,9,·,6,8,-6,-4,0,-9
C[C@H]1CCCCO[C@H](CN(C)S(=O)(=O)c2ccccc2)[C@@H](C)CN([C@@H](C)CO)C(=O)c2cc(NC(=O)Nc3ccc4c(c3)OCO4)ccc2O1,-3,0.1,-6,4,10,-2,-4,·
O=C(Cn1c(C(F)(F)F)nc2ccccc21)c1ccccc1,-6,·,5,7,-6,0,2,4
CCC(=O)N(C)CCc1cc2c(c(OC)c1/C=N/NC(=O)[C@H]1C[C@@H]1c1ccccc1)OCO2,·,1.6,3,·,-13,1,·,0
C[C@@H]1CN=C2N(CCNC(=O)CCC3CCCCC3)[C@H](Cc3ccc(O)cc3)CN21,-1,·,4,1,1,-7,4,3
COc1cccc2c(=O)c(C/C=C(/C)Cl)c(C)[nH]c12,-1,·,·,15,·,·,-1,-6
COc1ccc(NC(=O)Nc2ccc3c(c2)C(=O)N(C)C[C@@H](OC)[C@H](C)CN[C@@H](C)CO3)cc1,7,-0.2,·,-3,·,·,2,-7
Cc1ccc(C(=O)Nc2nccs2)cc1,21,·,-1,-1,-12,0,-4,0
c1coc(CN2CN=C(Nc3nc4ccccc4s3)NC2)c1,51*,·,·,5,·,·,0,2
COc1ccccc1CNC(=O)COC(=O)c1ccc2c(=O)n3c(nc2c1)CCCCC3,6,·,-2,1,-5,2,6,-3
O=C(CN1CCCCC1)Nc1ccc(S(=O)(=O)N2CCOCC2)cc1,-3,·,·,-18,·,·,7,-3
CCOC(=O)N1CCC(=NNC(=O)Cn2ccc(C(F)(F)F)n2)CC1,·,·,4,·,0,-1,·,-4
CC(C)CCOP(=O)(c1ccc(N(C)C)cc1)C(Nc1ccccc1)c1ccc(N(C)C)cc1 (stereo unspecified),6,·,-1,6,-26,-1,2,6
O=C(C[C@H]1CC[C@H]2[C@@H](COC[C@@H](O)CN2Cc2cc(F)ccc2F)O1)NCc1ccc(F)cc1,1,0.1,2,3,4,1,-1,-3
OCC1(Cc2ccccc2)CCCN(Cc2cn[nH]c2-c2ccccc2)C1 (stereo unspecified),-3,·,7,·,2,11,·,7
COC(=O)c1ccc(NC(=O)CCOc2ccccc2)cc1,·,0.0,3,·,-3,·,·,-8
CC(C)c1ccc(NC2CCCN(C(=O)CN3CCCC3=O)C2)cc1 (stereo unspecified),1,·,-12,3,-14,-10,1,1
CC1CC(C)CN(C(=O)C2CCN(S(=O)(=O)c3cccs3)CC2)C1 (stereo unspecified),-1,·,1,3,-7,0,1,-6
# Remaining list, next part.
SMILES,esBAF inh,E-selectin induc,ERp5 block,RAD54 inh,RAD52 anneal inh,Casp6 inh,PglD inh,ARNT TACC3 PPI
O=C(CSc1ccc(F)cc1)NCCc1ccc(Cl)cc1,0,·,3,12,-13,5,-3,30
Cc1c(C(=O)OCC(=O)N(C)c2ccccc2)cccc1[N+](=O)[O-],·,-1.6,-3,·,2,0,·,-2
CN1c2ccc([N+](=O)[O-])cc2C(C)(C)C12C=Cc1cc(C(=O)O)ccc1O2 (stereo unspecified),-11,0.2,-2,8,-26,5,-7,30
C[C@H](CO)N1C[C@H](C)[C@H](CN(C)S(=O)(=O)c2cccs2)Oc2c(NC(=O)Nc3ccc(C(F)(F)F)cc3)cccc2C1=O,4,-2.9,-3,4,-6,-1,0,-1
COC(=O)C1=C(Nc2ccc(C)cc2)C=C(C)C(C(=O)OC)C1c1cccc(OC)c1 (stereo unspecified),-1,·,·,-8,·,·,0,-3
CCn1c(CC(=O)Nc2ccc(F)cc2)nnc1SCC(=O)N1CCOCC1,-5,-0.4,6,-11,-13,-1,6,-5
CC1(C(=O)NS(=O)(=O)c2cccc(C#N)c2)CCN1C(=O)CCC1CCCC1 (stereo unspecified),-8,0.6,7,-8,-11,4,3,·
Cc1ccccc1NC(=O)C1=CC=CN2CCS(=O)(=O)N=C12,12,·,-1,-4,-16,1,2,-4
COc1cccc(Nc2ncccc2C(=O)Nc2ccccc2)c1,6,-0.6,·,2,·,·,5,13
Cc1cccc(N2CCN(S(C)(=O)=O)CC2)c1C,-1,·,·,-4,·,·,-2,2
O=C(COC(=O)c1ccc2ccccc2n1)NC1CCCCC1,-5,0.8,3,-3,-21,0,2,-6
O=C(NC1CCCCC1)c1ccc(CS(=O)Cc2ccc(Cl)cc2)o1 (stereo unspecified),7,0.0,·,-1,-3,3,-3,-2
Nc1nc(SCC(=O)NN(c2ccccc2)c2ccccc2)n[nH]1,·,·,-1,·,-9,2,·,-2
CO[C@H](CN(C)C(=O)C1CCOCC1)[C@@H](C)CN(C(=O)Nc1ccc(C(F)(F)F)cc1)[C@H](C)CO,-3,·,12,-2,-11,-2,0,6
CC(C)CC(C(=O)NC1CCCCC1)N(Cc1cccs1)C(=O)c1snc(C(N)=O)c1N (stereo unspecified),·,2.2,5,·,-20,2,·,-3
O=C(CSc1ccc(-c2ccccc2)nn1)NC1CCCC1,2,0.3,10,2,-3,16,5,0
CS(=O)(=O)N(CC(O)Cn1c2ccccc2c2ccccc21)c1cccc2ccccc12 (stereo unspecified),0,·,5,-12,2,1,-2,-5
COc1ccc(C)cc1NC(=O)CSc1nnc(-c2ccc(Br)cc2)o1,-3,·,7,-3,-1,0,0,6
C=CCn1c(SCC(=O)c2[nH]c(C)c(C(C)=O)c2C)nnc1-c1ccncc1,8,·,·,-3,·,·,0,4
Cc1cccc(OCC(=O)NCc2n[nH]c(=O)c3ccccc23)c1,-5,0.0,2,2,5,1,2,-3
Nc1[nH]c(C(=O)c2ccccc2)c(-c2ccccc2C(F)(F)F)c1C(=O)NCc1cccc2ccccc12,·,0.0,-1,·,-10,-4,·,·
Cc1cccn2c(CNCCc3ccccn3)c(C(=O)N3CCOCC3)nc12,-4,0.1,7,6,-15,-7,-5,-2
Cc1cccc(N(CC(O)CN2CCCC2)S(=O)(=O)c2ccccc2)c1 (stereo unspecified),-4,0.0,1,11,6,-8,-4,·
COC(=O)c1ccc(C)c(NC(=O)CN(c2cc(OC)ccc2OC)S(C)(=O)=O)c1,4,·,·,-1,·,·,3,22

# Entries listed so far with a COOH group, in the order listed:
SMILES,esBAF inh,E-selectin induc,ERp5 block,RAD54 inh,RAD52 anneal inh,Casp6 inh,PglD inh,ARNT TACC3 PPI
CC(=O)O[C@H]1C[C@@]2(C)[C@@H](C[C@@H](O)[C@H]3[C@@]4(C)CC[C@@H](O)[C@@H](C)C4CC[C@@]32C)/C1=C(\CCC=C(C)C)C(=O)O (stereo partly specified),1,0.1,2,-2,15,5,1,-4
CN1c2ccc([N+](=O)[O-])cc2C(C)(C)C12C=Cc1cc(C(=O)O)ccc1O2 (stereo unspecified),-11,0.2,-2,8,-26,5,-7,30

# Source: PubChem (Broad Institute)
